SMN2 splice up – SMN2 splice variant enhancement; HEK293 SMN2-luciferase splicing reporter, luminescence, 30-36 h; Potency, µM (titrated, usually from 46.1 µM), for the others: top-dose activity change, positive = activation, hits mostly activators; hit rate 2.8% among 210,000; AID 1458; further: % of control where 0% means no effect; nearly all actives have a fitted effect of over 55% in size
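qHTS luciferase splicing reporter: luminescence rises when SMN2 exon 7 is included in transfected HEK293 cells. Compound exposure lasted 30-36 h at 37C, with 4.5 mM final sodium butyrate as control, followed by a ONE-Glo read.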
TRb-SRC2 inh – inhibitors of human thyroid hormone receptor beta-SRC2 interaction. P10828. TRbeta-SRC2 peptide binding, fluorescence polarization; receptor liganded with 1 µM T3. Potency, µM (doses to about 106 µM), without a hit: top-dose activity change, negative = inhibition, usual class: inhibitors. hit rate 0.065% among 280,000;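 further: plate controls were bound peptide for no effect and peptide without receptor for full effect; nearly all actives have a fitted effect of over 50% in size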
Target sequence (P10828 whole entry, looked up): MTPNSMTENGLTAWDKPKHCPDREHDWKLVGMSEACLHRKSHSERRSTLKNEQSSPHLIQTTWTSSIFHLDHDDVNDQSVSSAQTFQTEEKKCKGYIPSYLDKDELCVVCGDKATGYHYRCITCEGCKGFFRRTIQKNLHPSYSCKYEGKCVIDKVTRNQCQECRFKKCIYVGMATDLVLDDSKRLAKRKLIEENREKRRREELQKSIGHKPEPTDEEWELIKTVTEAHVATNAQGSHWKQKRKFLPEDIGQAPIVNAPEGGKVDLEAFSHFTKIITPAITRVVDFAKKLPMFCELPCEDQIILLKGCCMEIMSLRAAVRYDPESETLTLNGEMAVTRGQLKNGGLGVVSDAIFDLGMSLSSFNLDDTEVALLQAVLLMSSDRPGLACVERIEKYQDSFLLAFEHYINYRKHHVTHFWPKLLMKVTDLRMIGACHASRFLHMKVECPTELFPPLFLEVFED
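Fluorescence polarization of 20 nM Texas Red SRC2 peptide with 0.6 uM human TRb ligand-binding domain, in Tris buffer with 1uM T3 and 5% DMSO. Incubated 5 hr ambient; normalized to unbound and bound controls.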
GoLoco inh red – blocks human Gai1 binding to RGS12 GoLoco peptide, red readout | P63096 | Gai1:RGS12 GoLoco peptide FP, rhodamine, 10 min | Potency, µM (top dose mostly 61.6 µM), without a hit: top-dose activity, negative = inhibition, actives largely listed as inhibitors | hit rate 0.44% among 230,000; active means well fitted inhibition curve with a large enough effect, not every such curve was filed as active; inactive means no such curve, though single readings can be large or run the other way; further: on the % scale 0 is the no-effect control and ±100 the full control effect; nearly all actives have a fitted effect of over 30% in size; many of its hits are not listed in these tables
RECQ1 inh – RECQ1 (human) helicase inhibition. AID 2549. hit rate 0.54% among 240,000. RECQ1 DNA unwinding, red fluorescence kinetic read. Potency, µM (titrated, usually from 57.3 µM), inactives show at the highest dose activity, negative = inhibition, actives largely listed as inhibitors;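 further: plate controls were vehicle for no effect and no enzyme for full effect; nearly all actives have a fitted effect of over 30% in size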
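RECQ1T1 50 nM; forked duplex (20 bp + 30-nt ss tails) 200 nM, ATP 2 mM final; pH 8.0, 2 mM MgCl2, 2.5 ug/ml poly(dI-dC); 15 min compound preincubation; discontinuous kinetic read over 2 h at RT.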
TR SRC2 fluor cs – alters Texas Red total fluorescence, flagging assay interference; Potency, µM (top dose mostly 106 µM), for the others: top-dose fluorescence change, negative = quenching; TRb/SRC2 Texas Red total fluorescence interference; AID 1479; hit rate 0.29% among 280,000; active means well fitted curve in either direction with a large enough effect; inconclusive means small, poorly fitted or top-dose-only effect; further: on the % scale 0 is the no-effect control and ±100 the full control effect
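Flags fluorescent or light-absorbing compounds by total fluorescence, S + 2P, at 555 nm excitation and 632 nm emission. Mixture: 20 nM Texas Red SRC2 peptide, 0.6 uM human TRb LBD, 1 uM T3, 5% DMSO; compound exposure 5 h at ambient temperature.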
Lamin A splicing – modulators of lamin A splicing; HeLa LMNA splicing GFP/RFP minigene ratio, 48 h; Potency, µM (series often up to 46.1 µM), without a hit: at the highest dose ratio change, negative = inhibition, actives largely listed as inhibitors; hit rate 0.01% among 200,000; AID 1487; active means well fitted inhibition curve with a large enough effect in the signal ratio, with a control signal flat, not every such curve was filed as active; inconclusive means small, poorly fitted or top-dose-only effect, or effect the other way, or a change in a side signal; the % refers to the signal ratio; further: on the % scale 0 is the no-effect control and ±100 the full control effect
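Read-out is the ratio of GFP to DsRed2 object intensity, acquired by 488 nm laser-scanning cytometry on HeLa lamin A-EGFP minigene reporter cells. Compound incubation 48 hrs at 37 °C in Opti-MEM with 2% FBS; DMSO 0.5% final.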
ALDH1A1 inh – inhibitors of human aldehyde dehydrogenase 1A1 | P00352 | Purified ALDH1A1, NADH fluorescence, propionaldehyde substrate | Potency, µM (highest dose often 75.3 µM), for inactives: at the highest dose activity, negative = inhibition, usual class: inhibitors | hit rate 7.3% among 220,000 | AID 1030; active means well fitted inhibition curve with a large enough effect, not every such curve was filed as active; inconclusive means small, poorly fitted or top-dose-only effect, or another doubt; inactive means no such curve, though single readings can be large or run the other way;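 further: plate controls were no enzyme wells and a reference inhibitor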
Target sequence (P00352 whole entry, looked up): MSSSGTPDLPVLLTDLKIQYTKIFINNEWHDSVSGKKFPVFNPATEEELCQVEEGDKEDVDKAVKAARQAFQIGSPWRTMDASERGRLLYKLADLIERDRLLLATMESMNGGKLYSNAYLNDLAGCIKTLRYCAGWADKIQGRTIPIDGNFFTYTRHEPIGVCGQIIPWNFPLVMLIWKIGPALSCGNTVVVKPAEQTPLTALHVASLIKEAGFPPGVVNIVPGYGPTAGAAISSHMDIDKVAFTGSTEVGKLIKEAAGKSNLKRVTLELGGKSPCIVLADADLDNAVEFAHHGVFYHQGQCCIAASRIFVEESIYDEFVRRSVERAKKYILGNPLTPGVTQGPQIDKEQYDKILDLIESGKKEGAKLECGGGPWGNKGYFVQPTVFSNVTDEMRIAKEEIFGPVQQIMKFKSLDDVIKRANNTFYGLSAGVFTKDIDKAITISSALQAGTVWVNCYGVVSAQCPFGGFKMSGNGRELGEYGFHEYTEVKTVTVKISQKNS
KDM4E inh – inhibitors of human JMJD2E histone demethylase. B2RXH2. JMJD2E catalytic domain, FDH-coupled NADH fluorescence (FDH is formaldehyde dehydrogenase). Potency, µM (highest dose often 57.1 µM), for inactives: at the top dose activity change, negative = inhibition, hits mostly inhibitors. hit rate 1.6% among 230,000; active means well fitted inhibition curve with a large enough effect, not every such curve was filed as active; inconclusive means small, poorly fitted or top-dose-only effect, or another doubt; inactive means no such curve, though single readings can be large or run the other way;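 further: 0% = wells with enzyme and -100% = buffer wells without enzyme; nearly all actives have a fitted effect of over 50% in size; many of its hits are not listed in these tables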
* hit, by the source's call; i = inactive; u = inconclusive; x = no result given; [ ] = remark or other dose. Unless noted, the call rests on the fitted dose curve; in most records, active means well fitted curve in the direction sought with a large enough effect; inconclusive means small, poorly fitted or top-dose-only effect, or another doubt; inactive means no such curve, though single readings can be large; an effect the other way counts as inactive or inconclusive. Potency means the concentration at half of the fitted maximal effect. An excerpt; the hit share may differ from the screen's.

compound,TRb-SRC2 inh,TR SRC2 fluor cs,RECQ1 inh,ALDH1A1 inh,KDM4E inh,SMN2 splice up,GoLoco inh red,Lamin A splicing
Cc1ccc(C(=O)c2c(NC(=O)c3ccccc3C)sc(C)c2C)cc1,-4.9%,0.6%,-21.5%,-9.8%,8.1%,-30.8%[inhibitor],0.4%,-18.0%
CC(C)C(=O)Nc1nnc(SCC(=O)NC2CC2)s1,4.6%,3.7%,i,10.9%,6.5%,-5.5%,-2.8%,-3.6%
CCOC(=O)/C(C#N)=C(\O)c1ccc(NC(=O)c2ccc([N+](=O)[O-])cc2)cc1,-12.0%,-8.3%,11.2%,x,-8.0%,x,1.9%,x
CCOc1ccc(-n2c(N)c(-c3nc4ccccc4n3C)c3nc4ccccc4nc32)cc1,-0.3%,13.0%,-3.3%,3.0%,12.7%,8.1%,33.3%[activator],-16.7%
CCn1cc[n+](C)c1P(c1ccccc1)c1ccccc1,1.0%,3.2%,-22.7%,8.0%,5.8%,-44.8%[inhibitor],6.8%,u
CC(C)c1ccc(C(C(=O)NC2CCCC2)N(C(=O)CNC(=O)c2ccco2)c2cccnc2)cc1 (stereo not drawn),11.2%,0.0%,2.1%,3.5%,2.6%,5.7%,7.7%,-4.2%
COC(=O)c1ccc(-c2nc3cc(N)ccc3o2)cc1,-11.4%,-4.8%,-4.1%,-0.8%,-2.4%,u,14.3%,-0.2%
COC(=O)c1sc(-c2ccc(Cl)cc2)cc1NC(=O)COCC(=O)O,4.4%,0.6%,-5.5%,x,u,x,5.6%,x
OC1CCCN(Cc2ccccc2)C1 (stereo not drawn),-8.6%,3.1%,i,18.8%,9.9%,2.4%,-9.6%,1.0%
O=C(CNCCN1CCOCC1)Nc1ccccc1Sc1ccccc1,-2.7%,-1.8%,-1.5%,31.6µM*,u,-16.4%,4.1%,-6.2%
CNNC(=S)Nc1ccc(Cl)cc1,3.0%,1.1%,5.6%,-13.5%,2.6%,x,2.9%,x
CC1CCCCC1NC(=O)C1CCN(C(=O)NC2CCCCC2)CC1 (stereo not drawn),-10.9%,0.0%,-12.2%,-1.6%,2.6%,-0.6%,-11.7%,-10.5%
Cc1[nH]c(=O)[nH]c(=O)c1CSCC(=O)OCC(=O)c1ccc(Br)cc1,-0.1%,1.2%,-7.3%,4.0%,1.7%,-8.5%,2.9%,x
CSc1nc2ccccc2c(=O)n1N,-6.5%,-9.1%,-3.2%,12.0%,1.0%,-9.0%,0.7%,9.2%
NC1=NN=C(N2N=C(c3ccco3)CC2(O)C(F)(F)F)n2ncnc2C1 (stereo not drawn),-6.5%,-2.6%,i,1.0%,u,-5.7%,0.8%,x
Cc1onc(C(=O)N2CCC(C(N)=O)CC2)c1-c1ccccc1Cl,5.3%,0.8%,-3.9%,11.3%,2.6%,5.3%,-12.9%,-0.9%
NC(=S)Nc1cccc2cn[nH]c12,2.1%,-3.4%,-3.3%,-7.3%,-3.7%,5.7%,-5.6%,4.7%[46 µM]
O=C1CNC(=O)N1CC(=O)N1CCCc2ccccc21,-0.7%,-1.6%,-10.8%,2.3%,-5.8%,-11.8%,1.4%,-0.9%
CC(=O)c1cccc(CN2CCN(CCc3ccccc3)C(CCO)C2)c1 (stereo not drawn),-9.0%,1.0%,-12.5%,-7.9%,2.2%,x,2.4%,6.4%[46 µM]
COCCCNC(=S)NC1CCCCC1,-0.9%,-0.4%,-0.5%,4.2%,5.2%,2.6%,3.1%,u
O=C(CNC(=O)c1ccc(S(=O)(=O)N2CCCC2)cc1)N/N=C/c1ccc(Cl)cc1Cl,-3.6%,2.5%,-5.5%,6.0%,12.2%,-20.5%,6.6%,-7.5%
CN(C)CCSc1nc(-c2ccccc2)nc2c1COC(C)(C)C2,6.0%,2.9%,i,-8.4%,-1.0%,-2.2%,2.3%,0.2%
NCCCNCCCCN(CCCN)/[N+]([O-])=N/O,1.7%,-0.3%,-6.8%,0.9%,113.0%[activator],x,0.3%,x
COc1ccc(C(C(=O)NCC2CCCO2)N(C(=O)CNC(=O)c2cccs2)c2ccc(C(C)=O)cc2)cc1OC (stereo not drawn),8.2%,-2.6%,12.0%,4.5%,-3.7%,6.7%,-6.4%,x
c1ccc(-c2csc3ncnc(NCCCN4CCOCC4)c23)cc1,10.2%,-0.5%,-2.6%,-0.1%,2.9%,-88.0%[inhibitor],7.5%,u

Reprinted at random: 2 entries already listed.
compound,TRb-SRC2 inh,TR SRC2 fluor cs,RECQ1 inh,ALDH1A1 inh,KDM4E inh,SMN2 splice up,GoLoco inh red,Lamin A splicing
CC(C)C(=O)Nc1nnc(SCC(=O)NC2CC2)s1,4.6%,3.7%,i,10.9%,6.5%,-5.5%,-2.8%,-3.6%
NC1=NN=C(N2N=C(c3ccco3)CC2(O)C(F)(F)F)n2ncnc2C1 (stereo not drawn),-6.5%,-2.6%,i,1.0%,u,-5.7%,0.8%,x

(list continues)
compound,TRb-SRC2 inh,TR SRC2 fluor cs,RECQ1 inh,ALDH1A1 inh,KDM4E inh,SMN2 splice up,GoLoco inh red,Lamin A splicing
Cc1ccnc(NS(=O)(=O)c2ccc(NC(=O)C3C4C=CC(C4)C3C(=O)O)cc2)n1 (stereo not drawn),-3.5%,-2.3%,-4.9%,-1.9%,-2.6%,x,9.9%,x
CCC(C)C1=CC(=Nc2c(C)n(C)n(-c3ccccc3)c2=O)C=C(C(C)CC)C1=O (stereo not drawn),2.4%,-3.6%,1.9%,u,-2.0%,-7.1%,8.3%,x
Cc1cc(C)nc(SCC(=O)N/N=C\c2sccc2C)n1,-3.9%,-4.9%,-7.8%,8.4%,5.4%,u,-1.7%,-18.9%
CCCCN(C)S(=O)(=O)c1cc(Br)cc2c1N(C(=O)C1CC1)CC2,-0.5%,-2.5%,-6.1%,-5.2%,6.9%,-19.0%,8.9%,u
Cc1cc(C)cc(Oc2ccc(-c3nnc(-c4ccccc4)o3)cc2[N+](=O)[O-])c1,-3.1%,-5.1%,-3.6%,1.0%,-5.8%,0.2%,-7.7%,-0.6%
Fc1cccc(-n2ncc(-c3nnnn3-c3ccccc3)c2C(F)(F)F)c1,2.1%,-0.3%,i,-5.9%,2.5%,-1.2%,3.3%,-29.1%
CC(/C=C/c1ccccc1)=N\NC(=O)c1ccncc1,-18.6%,-3.0%,-3.1%,-12.0%,-3.1%,-19.5%,10.8%,11.1%[0.0737 µM]
Cc1ccc(C(=O)NCCCn2ccnc2)o1,-1.4%,-1.4%,-3.5%,9.5%,5.1%,-9.8%,2.4%,-1.1%
Cc1cccc(N2C(=O)CC(SC(=Nc3ccccc3)Nc3ccccc3)C2=O)c1 (stereo not drawn),0.9%,-0.9%,-11.3%,-8.3%,0.9%,-0.1%,4.5%,-9.6%
CS(=O)(=O)Nc1cccc(-c2cn3ccccc3n2)c1,6.3%,0.6%,i,u,u,-3.7%,14.5%,x
CC(=O)NCc1ccc(C(=O)O)cc1,-3.4%,-0.5%,-8.9%,x,-11.1%,x,6.1%,x
CCN(CCO)c1ccc(NC(=S)Nc2cccc(S(=O)(=O)N(C)C)c2)cc1,u,-12.8%,39.8µM*,25.1µM*,u,-20.1%,1.4%,x
O=C(/C=C/c1ccco1)N1CCC(Cc2ccccc2)CC1,-1.8%,-1.3%,-10.4%,20µM*,-0.6%,24.0%,17.5%,u
CCSc1nc2ccccc2c(=O)n1Cc1ccc(F)cc1,-4.5%,-2.3%,i,3.0%,-5.4%,-8.9%,7.5%,-9.6%[46 µM]
COc1ccc(C(=O)NCC(=O)N/N=C(\C)c2ccco2)cc1OC,-2.6%,0.3%,4.0%,x,-2.3%,x,7.8%,x
CC(=O)Nc1c(Cl)cc([N+](=O)[O-])c2ccccc12,3.6%,-1.2%,-5.5%,0.4%,-7.1%,-8.6%,2.0%,-5.5%
CN(C)c1ccnc(Nc2ccc(O)cc2)c1C#N,0.4%,-2.8%,-3.5%,13.2%,0.9%,1.9%,-10.2%,13.5%[46 µM]
CN(C)c1ccc(-c2nn3c(-c4ccc(Cl)cc4Cl)nnc3s2)cc1,4.5%,-4.8%,-2.1%,0.0%,-26.8%,-3.1%,2.2%,u
Cc1cc(C(=O)NNC(=S)NCC(C)C)no1,-3.9%,2.5%,5.1%,2.5%,1.5%,-11.2%,0.7%,8.7%
O=C(CCCOc1ccccc1)NC1CCCc2ccccc21 (stereo not drawn),-5.1%,1.6%,-0.1%,-12.3%,-9.9%,-4.5%,13.9%,-10.8%
COc1ccccc1-c1nnc(SCC(=O)O)n1-c1ccccc1,7.1%,-4.3%,i,6.4%,0.1%,-6.2%,-1.5%,-2.8%[46 µM]
Cc1ccc(C(=O)N[C@H](C(=O)OCc2cc(=O)oc3cc(C)ccc23)C(C)C)cc1,2.4%,-28.3%,-2.6%,2.8%,4.6%,-8.1%,6.5%,-6.5%
CC(C)(C)N1C(=O)[C@H]2[C@H]3[C@H](O)[C@H](O)C/C(=N/OCc4ccccc4)[C@@H]3CC[C@@H]2C1=O,-5.4%[11.2 µM],1.8%[11.2 µM],-2.2%[11.5 µM],-13.4%[13.5 µM],x,x,x,x
CCOC(=O)CSc1nc2c(c(-c3ccc(C)o3)c1C#N)CCCC2,3.0%,-3.6%,-3.5%,u,u,18.9%,-14.9%,-7.7%
Cc1cc(C)c(S(=O)(=O)c2ccccc2)c(OC(=O)c2c(F)cccc2Cl)n1,3.2%,-0.4%,-13.2%,-0.3%,11.3%,-6.6%,1.4%,-9.7%
